TEAD-YAP inh: TEAD-YAP interaction inhibition. AID 1259422. inhibition, % at 9.12 µM. 640,000 compounds, 1.4% hits. HEK-TIYL cells, TEAD-Gal4/YAP UAS-luciferase luminescence; in the data active = inhibition above about 32%;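 also: 0% = median of test compound wells and 100% = reference inhibitor wells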
GPR151 activ: activators of human GPR151. Q8TDV0. PathHunter beta-arrestin GPR151 cells, luminescence. activation, % at 11.2 µM. 650,000 compounds, 1% hits; in the data active = activation above about 4.9%;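 also: 0% = median of compound wells and 100% = cells with positive control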
Target sequence (Q8TDV0 whole entry, looked up): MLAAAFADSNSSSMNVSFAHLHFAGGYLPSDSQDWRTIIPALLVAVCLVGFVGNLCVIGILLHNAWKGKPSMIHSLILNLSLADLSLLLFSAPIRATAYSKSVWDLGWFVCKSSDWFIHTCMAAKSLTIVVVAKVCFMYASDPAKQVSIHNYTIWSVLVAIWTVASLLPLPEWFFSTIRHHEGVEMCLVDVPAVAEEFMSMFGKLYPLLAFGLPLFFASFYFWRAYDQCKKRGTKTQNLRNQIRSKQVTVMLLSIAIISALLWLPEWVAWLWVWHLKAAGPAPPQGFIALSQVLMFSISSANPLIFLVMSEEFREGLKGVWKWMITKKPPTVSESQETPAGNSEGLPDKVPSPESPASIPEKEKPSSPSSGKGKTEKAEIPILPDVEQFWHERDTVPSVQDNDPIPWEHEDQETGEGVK
FBW7 activator: activators of human E3 ligase FBW7 | AID 1259310 | Q969H0 | 650,000 compounds, 0.13% hits | AlphaScreen FBW7–phospho-cyclin E peptide binding, activator screen | normalized activity (activation), % at 26.1 µM; in the data active = normalized activity above about 1.9%;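 also: purified mutant Fbw7 with reduced substrate affinity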
MITF inh: inhibitors of human MITF; 650,000 compounds, 0.91% hits; AID 1259374; inhibition, % at 2.6 µM; AlphaScreen MITF homodimerization, bead proximity signal; O75030; in the data active = inhibition above about 50%;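 also: 0% = vehicle wells with protein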
Target sequence (O75030 whole entry, looked up): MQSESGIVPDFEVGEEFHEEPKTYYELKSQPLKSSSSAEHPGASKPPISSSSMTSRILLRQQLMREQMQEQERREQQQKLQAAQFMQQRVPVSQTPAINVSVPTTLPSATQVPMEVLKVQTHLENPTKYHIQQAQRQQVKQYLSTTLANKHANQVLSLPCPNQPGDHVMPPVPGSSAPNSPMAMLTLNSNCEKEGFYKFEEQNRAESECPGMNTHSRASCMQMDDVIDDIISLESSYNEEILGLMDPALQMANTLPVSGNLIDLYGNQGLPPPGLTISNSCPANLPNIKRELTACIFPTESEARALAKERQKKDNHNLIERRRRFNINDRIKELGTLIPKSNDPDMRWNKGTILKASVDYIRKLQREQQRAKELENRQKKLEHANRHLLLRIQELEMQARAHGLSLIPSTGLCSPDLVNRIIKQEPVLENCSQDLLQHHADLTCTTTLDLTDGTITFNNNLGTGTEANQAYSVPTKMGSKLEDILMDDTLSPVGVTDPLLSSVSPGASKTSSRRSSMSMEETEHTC
The depositor's hits bear a star. Rows are unselected; 3.4% or so of the library scored in one or more.

SMILES	TEAD-YAP inh	GPR151 activ	FBW7 activator	MITF inh
Cc1c(NC(=O)c2ccc([N+](=O)[O-])o2)cccc1-c1nc2ccccc2o1	17	0.9	-0.1	9
O=C(COc1ccc(Cl)cc1)Nc1cc2c3c(c1)CCN3C(=O)CC2	8	-1.2	-0.2	-1
CCOC(=O)CCNC(=O)N1CCCC(N(C)CCc2ccccn2)C1 (stereo unspecified)	-3	5.4*	-0.1	-2
CCCN(CCC)C(=O)c1cc(-c2ccccc2)n[nH]1	-8	0.2	0.2	-6
CCNC(=O)c1cc(Cl)c(OCc2ccccc2)c(OC)c1	8	1.6	-0.3	1
O=C(Nc1ccc2oc(-c3cccc(I)c3)nc2c1)c1ccc(Cl)c(Cl)c1	17	1.9	0.1	-5
O=C1NCCc2c(OCc3ccc(Cl)c(Cl)c3)cccc21	8	-0.6	0.0	-3
CCCNC(=O)C1CCC(CNS(=O)(=O)c2ccc(OC)cc2)CC1 (stereo unspecified)	-3	-0.5	0.0	-10
CCOC(=O)C1CCCN(C(=O)CN2C(=O)c3ccccc3C2=O)C1 (stereo unspecified)	-9	-1.2	0.1	2
COc1ccc(-c2nnc3ccc4ccccc4n23)cc1	-4	-0.4	-0.3	-16
CCCn1c2ccccc2c2n[nH]c(=S)nc21	1	-0.4	0.3	13
Cn1c(Cn2cnc(Cl)c2Cl)nc2ccccc21	6	-0.6	0.0	4
CC(C)c1ccccc1NC(=O)COC(=O)/C=C/c1ccc(Br)o1	-2	2.4	-0.1	10
Cc1cc(C)nc(NC(N)=NC2CCCCC2)n1	8	0.5	0.0	15
COc1ccc2nc(NC(=O)c3sc4ncn(CC(=O)N5CCC(C)CC5)c(=O)c4c3C)sc2c1	-7	0.6	-0.1	-1
CCCn1c(C)cc(C(=O)CSc2nnc(N)s2)c1C	-8	-1.3	0.6	-153
COC(=O)c1cccc(C(=O)Nc2ccc(I)cc2)n1	-38	0.0	0.1	-2
O=[N+]([O-])c1cccc(-c2n[nH]nc2[N+](=O)[O-])c1	-2	2.1	0.0	-11
COc1cc(Nc2nc(SCC(=O)NCCc3ccc(OC)c(OC)c3)nc3ccccc23)cc(OC)c1	15	-1.9	0.5	17
Cc1ccc(N2C(=O)c3cc(NC4CCCCC4)c([N+](=O)[O-])cc3C2=O)cc1	6	0.8	-0.1	-1
Cc1cccc(C(=O)Nc2ccc3nc(SCC(=O)NCc4ccccc4)sc3c2)c1	-21	0.5	0.2	8
O=C(Cn1ncc2ccccc21)N1CCc2ccccc21	6	-0.5	0.0	4
CCOC(=O)c1c(NC(=O)C2CC3CCC2C3)sc2c1CCC2 (stereo unspecified)	-2	0.2	0.1	10
CCCc1ccc(-c2ccc(OC(=O)c3sc4ncn(CC)c(=O)c4c3C)cc2)nc1	18	1.2	0.0	6
Cc1ccccc1Nc1nc(N)nc(CN(C)Cc2cccc(F)c2)n1	1	-1.5	-1.2	-10
SMILES	TEAD-YAP inh	GPR151 activ	FBW7 activator	MITF inh
CCOc1ccccc1CN1CCC2(CCC(CNC(=O)c3ccco3)O2)CC1 (stereo unspecified)	1	-0.5	0.0	-4
CC1(C)Oc2ccc3ccc(=O)oc3c2/C(=C/N2CCCC2)C1=O	0	1.4	0.3	11
CCOC(=O)C(C#N)C(c1ccc(F)cc1)C1CCOC(C)(C)C1 (stereo unspecified)	0	1.2	0.1	-8
Cc1cccc(C(=O)NC2CC(C)(C)NC(C)(C)C2)c1	-4	-0.3	-0.3	-3
O=S(=O)(c1cccc(C(F)(F)F)c1)N1CCN(c2cnccn2)CC1	5	1.2	-0.1	-1
CCOc1ccc2nc(SCCN3CCOCC3)c(C)cc2c1	-12	-0.2	-0.1	-7
Cc1ccc(NCC(O)Cn2nnnc2-c2ccccc2)cc1C (stereo unspecified)	2	-0.5	0.1	16
CCn1cc(SCC(=O)Nc2cccc(C)c2C)c2ccccc21	-2	0.4	0.0	-1
Cc1ccc(N2C(=O)CC(NCCC34CC5CC(CC(C5)C3)C4)C2=O)c(C)c1 (stereo unspecified)	-6	-0.1	0.1	-1
Cn1cccc1CC(=O)NNC(=O)C1CC2C=CC1C2 (stereo unspecified)	-1	0.5	-0.1	-5
CCOc1ccc(/C=N/NC(=O)C(O)c2ccccc2)c(O)c1 (stereo unspecified)	-6	5.8*	-0.3	9
O=C(Nn1c(-c2ccc(F)cc2)nc2ccccc2c1=O)c1cc2ccccc2oc1=O	1	-0.5	0.5	-1
COc1ccccc1NC(=S)N1CCn2cccc2C1c1ccc(OC)c(OC)c1 (stereo unspecified)	-6	2.4	0.4	-2
Cc1cccc(NC(=O)CSc2nc(O)cc(=O)[nH]2)c1C	9	0.8	0.0	11
O=C(CCCC(=O)OCC(F)(F)C(F)F)Nc1cccc(F)c1	5	0.5	0.0	-1
CC(=O)Nc1ccc(OC(=O)c2cccnc2)cc1	3	0.5	0.0	6
CC(C)=CC1C(CO)C1(C)C (stereo unspecified)	-8	-0.7	0.2	15
CC(C)C[C@H]1NC(=O)[C@@H]2C[C@H](NC(=O)c3cc(F)cc(F)c3)CN2C1=O	-2	-0.4	-0.1	5
CSc1nnc2n(/N=C/c3c[nH]c4ccccc34)cnn12	-23	-1.2	0.1	-1
Cc1ccc(Cc2c(C)nc3c(C(=O)N4CCN(c5ccc(C)cc5)C(C)C4)cnn3c2C)cc1 (stereo unspecified)	7	0.6	-0.1	9
O=C(Cn1ncc2ccsc2c1=O)NCc1ccc(Cl)cc1	-36	-0.7	0.2	10
COc1cc(OC)nc(CN2CC(C)OC(C)C2)n1 (stereo unspecified)	4	0.3	-0.1	9
CCCCCCSc1nc(-c2ccccc2)cc(-c2ccccc2OC)c1C#N	7	-0.4	0.1	7
O=C(Cc1ccccc1)Nc1cc(C(=O)O)c(NC(=O)Cc2ccccc2)cc1C(=O)O	0	-1.1	-0.1	1
C/C(=N\Nc1nnc2c(n1)[nH]c1ccccc12)c1cccc([N+](=O)[O-])c1	-16	-2.1	-0.3	-4

20 of the compounds above, with values under each structure.
Below each compound: TEAD-YAP inh	GPR151 activ	FBW7 activator	MITF inh
> CCOc1ccc2nc(SCCN3CCOCC3)c(C)cc2c1
  -12	-0.2	-0.1	-7
> Cc1ccc(NCC(O)Cn2nnnc2-c2ccccc2)cc1C (stereo unspecified)
  2	-0.5	0.1	16
> CCn1cc(SCC(=O)Nc2cccc(C)c2C)c2ccccc21
  -2	0.4	0.0	-1
> Cc1ccc(N2C(=O)CC(NCCC34CC5CC(CC(C5)C3)C4)C2=O)c(C)c1 (stereo unspecified)
  -6	-0.1	0.1	-1
> Cn1cccc1CC(=O)NNC(=O)C1CC2C=CC1C2 (stereo unspecified)
  -1	0.5	-0.1	-5
> CCOc1ccc(/C=N/NC(=O)C(O)c2ccccc2)c(O)c1 (stereo unspecified)
  -6	5.8*	-0.3	9
> O=C(Nn1c(-c2ccc(F)cc2)nc2ccccc2c1=O)c1cc2ccccc2oc1=O
  1	-0.5	0.5	-1
> COc1ccccc1NC(=S)N1CCn2cccc2C1c1ccc(OC)c(OC)c1 (stereo unspecified)
  -6	2.4	0.4	-2
> Cc1cccc(NC(=O)CSc2nc(O)cc(=O)[nH]2)c1C
  9	0.8	0.0	11
> O=C(CCCC(=O)OCC(F)(F)C(F)F)Nc1cccc(F)c1
  5	0.5	0.0	-1
> CC(=O)Nc1ccc(OC(=O)c2cccnc2)cc1
  3	0.5	0.0	6
> CC(C)=CC1C(CO)C1(C)C (stereo unspecified)
  -8	-0.7	0.2	15
> CC(C)C[C@H]1NC(=O)[C@@H]2C[C@H](NC(=O)c3cc(F)cc(F)c3)CN2C1=O
  -2	-0.4	-0.1	5
> CSc1nnc2n(/N=C/c3c[nH]c4ccccc34)cnn12
  -23	-1.2	0.1	-1
> Cc1ccc(Cc2c(C)nc3c(C(=O)N4CCN(c5ccc(C)cc5)C(C)C4)cnn3c2C)cc1 (stereo unspecified)
  7	0.6	-0.1	9
> O=C(Cn1ncc2ccsc2c1=O)NCc1ccc(Cl)cc1
  -36	-0.7	0.2	10
> COc1cc(OC)nc(CN2CC(C)OC(C)C2)n1 (stereo unspecified)
  4	0.3	-0.1	9
> CCCCCCSc1nc(-c2ccccc2)cc(-c2ccccc2OC)c1C#N
  7	-0.4	0.1	7
> O=C(Cc1ccccc1)Nc1cc(C(=O)O)c(NC(=O)Cc2ccccc2)cc1C(=O)O
  0	-1.1	-0.1	1
> C/C(=N\Nc1nnc2c(n1)[nH]c1ccccc12)c1cccc([N+](=O)[O-])c1
  -16	-2.1	-0.3	-4

Additional records follow.
SMILES	TEAD-YAP inh	GPR151 activ	FBW7 activator	MITF inh
CC(C)C(NS(C)(=O)=O)c1nnc2n1CCN(Cc1c(F)ccc(F)c1F)CC2 (stereo unspecified)	4	-0.2	-0.1	6
O=C(N/N=C/c1ccco1)c1n[nH]c2c1CCC2	31	-2.8	-0.1	-4
CSc1cccc(NC(=O)c2n[nH]c(=O)c3ccccc23)c1	-25	-2.9	0.1	7
Cc1ccc2c3c(ccc2n1)NC1=C(C(=O)CC(C)(C)C1)C3c1ccc(Cl)cc1Cl (stereo unspecified)	-2	0.4	-0.1	-6
COC(=O)c1cc(S(=O)(=O)N2CCN(c3cccc(Cl)c3)CC2)cn1C	-1	-0.4	0.0	-3
CC(C)(CO)NC(=O)c1ccc(Cl)cc1	4	-0.1	0.0	-4
Cc1c(C(C)NC(=O)Cc2ccccc2[N+](=O)[O-])cnn1C (stereo unspecified)	9	0.8	0.1	-1
CCC1CCCCN1S(=O)(=O)c1cc2c3c(c1)CC(=O)N3CCC2 (stereo unspecified)	-10	-0.3	-0.1	13
CCN1C/C(=C\c2ccc(SC)cc2)c2nc3ccccc3c(C(=O)O)c2C1	-2	1.5	0.0	-6
OC(CNC1CCCC1)COc1ccc2ccccc2c1 (stereo unspecified)	22	0.0	0.6	-6
O=C(CCn1c(=S)[nH]c2ccccc2c1=O)NCCSCc1ccccc1	14	2.0	0.9	13
N#Cc1cc2c([nH]c1=S)CCCCC2	-14	0.5	0.1	6
COc1ccc(S(=O)(=O)N2CCCC(c3[nH]ncc3C)C2)cc1 (stereo unspecified)	5	-0.1	-0.1	-4
CCOc1ccc(Cl)cc1/C=C\c1[nH]c(=O)[nH]c(=O)c1[N+](=O)[O-]	0	1.5	0.0	1
Cc1cc(C)cc(N2C(=O)CSC23C(=O)N(CC(=O)NCc2ccco2)c2ccccc23)c1 (stereo unspecified)	5	-0.3	0.6	17
CCc1ccc(N(CC(=O)Nc2cccnc2)S(=O)(=O)c2ccccc2)cc1	7	-1.2	0.0	13
COc1ccc(OC)c(Nc2nn3c(=O)c4sccc4nc3s2)c1	-1	0.9	0.0	0
CC1CN(S(=O)(=O)c2ccc(C(=O)Nc3nc(-c4nc5ccccc5s4)cs3)cc2)CC(C)O1 (stereo unspecified)	-2	-1.5	0.1	3
Cc1cc(O)c(NC(=O)COc2ccc(Br)cc2)cc1C	-2	-0.3	0.0	7
O=C(CSc1nnc2ccccn12)NC12CC3CC(CC(C3)C1)C2	3	-0.6	-0.1	1
NNC(=O)c1cn(-c2ccccc2)nc1-c1ccccc1	3	-0.9	0.7	23
CC(=O)Nc1c(C)cccc1[N+](=O)[O-]	6	-0.4	0.1	4
CCOC(=O)c1ccc(CN(Cc2ccncc2)S(=O)(=O)c2cccc([N+](=O)[O-])c2)cc1	-18	2.3	0.0	17
CCOC(=O)N1CCC(NC(=O)c2oc3c(c2C)-c2[nH]ncc2CC3)CC1	8	0.6	0.0	12
Cc1ccccc1S(=O)(=O)N=C1C=CC(=NS(=O)(=O)c2ccccc2C)C=C1	-13	0.7	-0.2	9
SMILES	TEAD-YAP inh	GPR151 activ	FBW7 activator	MITF inh
OCCNc1nc(NCc2cccnc2)nc2c1ncn2Cc1ccc(C(F)(F)F)cc1	-11	-0.4	0.0	11
CCc1ccc(S(=O)(=O)N(C(=O)c2ccncc2)c2ccc3oc(C)c(C(C)=O)c3c2)cc1	5	2.5	0.1	9
NS(=O)(=O)c1ccc(CNC(=O)CSCc2ccccc2)cc1	4	0.1	0.6	11
O=C(Nc1sc2c(c1C(=O)Nc1ccccc1)CCCCC2)c1ccccc1F	-13	0.2	0.8	16
COc1ccc(CCNc2nc(-c3csc4ccccc34)nc3c2ncn3-c2ccsc2)cc1	13	-0.7	0.1	-3
CCOc1ccc(C2C=C(c3ccccc3)Nc3nc(CCCO)nn32)cc1 (stereo unspecified)	6	-0.2	0.2	8
c1ccc(-c2cc(-c3ccccn3)nnc2-c2ccccn2)cc1	3	3.5	-0.2	50
COC(=O)C1=C(N)OC2=C(C(=O)CCC2)C1c1ccc(OC)cc1 (stereo unspecified)	3	-0.5	-0.3	0
COc1cc(Nc2cc(NCCO)ncn2)cc(OC)c1OC	-2	0.6	0.1	6
CC(C)CC(=O)Nc1ccnn1C1CCN(Cc2nc(-c3ccc(F)cc3)cs2)CC1	7	1.4	0.1	7
CC(=O)c1ccc(NC(=O)CSc2ccc3nnc(-c4cccc(F)c4)n3n2)cc1	20	-0.1	0.0	5
O=[N+]([O-])c1ccc(N2CCN(CCO)CC2)cc1N1CCc2ccccc2C1	-5	-0.3	0.0	-14
CCOc1cc(C2C(C(=O)OC)=C(C)NC3=C2C(=O)CC(c2ccc(OC)cc2)C3)ccc1O (stereo unspecified)	4	-0.8	-0.2	2
COc1ccc2c(c1OC)C(=O)N(c1ccc(O)cc1)C2	67*	-1.5	-0.1	-12
O=C(c1cc(=O)c2ccccc2o1)N1CCCC1	16	1.0	0.4	1
CCCCCOc1ccc(C(=O)NCCC(=O)NCCCC(=O)OCC)cc1	7	-0.6	0.9	3
Cc1c(C(=O)Nc2ccccc2)sc2nc(-c3cccc([N+](=O)[O-])c3)cn12	-8	-0.6	-0.3	-15
COc1ccc(C2C(C(=O)N3CCN(Cc4ccccc4)CC3)c3ccccc3C(=O)N2C)cc1OC (stereo unspecified)	4	-0.9	0.0	11

Bioassay records as filed in PubChem BioAssay.
